RTF Ca sens inh: cardiac RTF calcium sensitivity inhibitors, primary screen, biochemical, IANBD-TnC fluorescence, EC70 calcium; Troponin I, cardiac muscle (Homo sapiens) + Troponin T, cardiac muscle (Homo sapiens) + …; IANBD-labeled cardiac RTF, Ca2+ fluorescence; inhibition, % at 7.15 µM; 340,000 compounds, 0.12% hits;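 active = inhibition above the mean inhibition of all tested compounds plus 3 SD, cut at about 17% in these data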;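 also: assay run at fixed EC70 calcium of 1.6 mM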
CAL PDZ FP-1: untagged CAL PDZ binding inhibitors, primary screen, biochemical, fluorescence polarization, HTS; inhibition, % at 24.9 µM; Golgi-associated PDZ and coiled-coil motif-containing protein (Homo sapiens), Q9HD26; 300,000 compounds, 0.92% hits; AID 602252, 2012; purified CAL PDZ, TMR-peptide fluorescence polarization, 1 h;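 active = mean inhibition of at least 30% with at least half of replicates also reaching 30%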;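 also: 0% = DMSO neutral control and 100% = excess unlabeled competitor peptide PRC23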
V-ATPase pHluor: regulators of yeast V-ATPase proton pumping, primary screen, pHLuorin cytosolic pH fluorescence | S. cerevisiae | 350,000 compounds, 0.37% hits | response, % at 10 µM | AID 504577, 2011; in the data active = response mostly above about 7.3%, no sharp cut-off; inactive = mostly below about 5.4%; also: actives read high; inactives centre near 0; some compounds called inactive have numbers as strong as hits; reference of the scale not given here
Arrestin-AP2 inh: inhibitors of beta-arrestin/AP2 binding, primary screen, biochemical, GPCR trafficking, flow cytometry; FITC-arrestin peptide / GST-AP2 beads; AP2 beta2 appendage carries R879A mutation; beta-arrestin 1 C-terminal peptide binding to AP2 beta2-adaptin appendage (human); 340,000 compounds, 0.31% hits; inhibition, % at 10 µM;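 active = inhibition above a set limit, near 3 SD of compounds lacking own fluorescence, cut at about 54% in these data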;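 also: plate controls were DMSO wells for no effect and 5 µM unlabelled arrestin peptide for full effect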
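system = GST-tagged AP2 beta2-adaptin appendage (R879A) on 4 µm glutathione beads | reagent = FITC-labelled arrestin peptide probe, 50 nM final | schedule = compound with beads 12 min RT, then probe 1 h RT | signal = HyperCyt-sampled flow cytometry, FL1 channel, ex 488/em 535 nm | read-out = percent response from loss of bead-bound FITC fluorescence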
Keap1-Nrf2 PPI: Keap1-Nrf2 protein-protein interaction inhibitors, primary screen, biochemical, fluorescence polarization, single point | Kelch-like ECH-associated protein 1 (Homo sapiens), Q14145 | Keap1 Kelch-Nrf2 peptide fluorescence polarization, 1536-well | inhibition, % at 9.4 µM | 340,000 compounds, 0.15% hits | AID 504523, 2011; in the data active = inhibition above about 12%;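 also: human Keap1 Kelch domain with fluorescein labeled Nrf2 9mer peptide probe; 0% = neutral control wells and 100% = peptide positive control; higher means more block of Keap1 binding to Nrf2 peptide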
NSD2 HMT inh: NSD2 histone methyltransferase inhibitors, primary screen, biochemical, AlphaScreen, single concentration, set 2 | Histone-lysine N-methyltransferase NSD2 (Homo sapiens), O96028 | AID 743445, 2014 | NSD2 peptide methylation, 120 min | inhibition, % at 12.5 µM | 310,000 compounds, 0.54% hits; in the data active = inhibition above about 50%
LANA DNA inh: inhibitors of KSHV C-LANA binding to DNA, primary screen, biochemical, fluorescence polarization, FAM-LBS DNA, MBP-C-LANA, single point; AID 504423, 2011; inhibition, % at 9 µM; 340,000 compounds, 0.078% hits;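 active = highest replicate inhibition at or above 60% at 9 µM, even if other replicates fall short; inactive = all replicates below 60% inhibition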;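 also: 0% = neutral control wells and 100% = 4 µM acridine orange control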
Pemphigus Ab inh: inhibitors of pemphigus antibody binding to DSG3, primary screen, biochemical, bead-based, flow cytometry, scFv-GFP; DSG3-coupled beads, scFv-anti-DSG3-GFP binding; active compounds read low; binding (percent of control), % at 10 µM; 310,000 compounds, 0.48% hits; Desmoglein-3 (Homo sapiens), P32926; AID 588358, 2011;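 active = binding more than 3 SD below its plate's average and above zero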;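 also: hits lower antibody fragment binding to DSG3; some compounds called inactive have numbers as strong as hits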
Target sequence (P32926 whole entry, looked up, the tested form may be a part): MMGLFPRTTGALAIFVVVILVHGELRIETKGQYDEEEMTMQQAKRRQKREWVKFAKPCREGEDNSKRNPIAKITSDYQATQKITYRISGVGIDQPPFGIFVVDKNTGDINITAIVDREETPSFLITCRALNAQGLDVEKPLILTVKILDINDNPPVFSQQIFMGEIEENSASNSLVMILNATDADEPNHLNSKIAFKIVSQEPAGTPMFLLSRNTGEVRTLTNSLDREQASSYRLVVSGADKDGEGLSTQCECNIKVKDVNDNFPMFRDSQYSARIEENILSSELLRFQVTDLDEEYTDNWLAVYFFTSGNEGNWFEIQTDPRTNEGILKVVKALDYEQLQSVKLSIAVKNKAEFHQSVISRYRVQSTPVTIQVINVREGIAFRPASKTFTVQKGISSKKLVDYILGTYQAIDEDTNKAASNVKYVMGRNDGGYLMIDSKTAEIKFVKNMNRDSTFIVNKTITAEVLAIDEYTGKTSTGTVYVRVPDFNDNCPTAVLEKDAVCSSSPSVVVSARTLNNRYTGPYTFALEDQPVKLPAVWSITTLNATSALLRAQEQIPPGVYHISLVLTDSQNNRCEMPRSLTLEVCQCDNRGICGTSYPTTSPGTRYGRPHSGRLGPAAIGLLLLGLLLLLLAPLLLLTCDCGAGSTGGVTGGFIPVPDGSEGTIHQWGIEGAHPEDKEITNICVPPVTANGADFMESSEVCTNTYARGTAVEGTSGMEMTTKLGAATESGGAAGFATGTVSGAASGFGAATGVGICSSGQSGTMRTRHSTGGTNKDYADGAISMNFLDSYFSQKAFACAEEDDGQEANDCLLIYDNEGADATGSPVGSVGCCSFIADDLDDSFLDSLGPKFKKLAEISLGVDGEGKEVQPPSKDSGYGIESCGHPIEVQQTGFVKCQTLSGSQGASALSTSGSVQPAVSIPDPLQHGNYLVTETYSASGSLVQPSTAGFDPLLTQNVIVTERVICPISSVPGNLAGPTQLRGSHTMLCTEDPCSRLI
CAL PDZ FP-2: CAL PDZ peptide-binding inhibitors, primary screen, biochemical, fluorescence polarization, Cer-tagged CAL PDZ, HTS. Golgi-associated PDZ and coiled-coil motif-containing protein (Homo sapiens), Q9HD26. purified CAL PDZ, TMR-peptide fluorescence polarization, 1 h. inhibition, % at 20 µM. 330,000 compounds, 0.02% hits. AID 504414, 2011;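 active = highest replicate inhibition of at least 40%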;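 also: plate controls were DMSO neutral control wells for no effect and unlabeled competitor peptide control wells for full effect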
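material = purified tagged CAL PDZ domain construct (CerCALP) | compound dosing = 20 µM, one dose | times = 1 h at RT | measured by = fluorescence polarization from S- and P-plane intensities, G-factor corrected | read-out = inhibition from polarization loss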
DAGLB inhibitor: DAGLB lipase inhibitors, primary screen, biochemical, fluorescence, HTS; 340,000 compounds, 0.059% hits; inhibition, % at 5.17 µM; Diacylglycerol lipase-beta (Homo sapiens), Q8NCG7; HEK293T DAGLB membrane lysate, EnzChek fluorogenic substrate; in the data active = inhibition above about 34%;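 also: 0% = enzyme with vehicle and 100% = wells lacking enzyme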
An asterisk follows results filed as active; / = no result given.

SMILES	RTF Ca sens inh	CAL PDZ FP-1	V-ATPase pHluor	Arrestin-AP2 inh	Keap1-Nrf2 PPI	NSD2 HMT inh	LANA DNA inh	Pemphigus Ab inh	CAL PDZ FP-2	DAGLB inhibitor
CC1(C)C=Cc2c(ccc3c2OC[C@@H](c2ccc(O)cc2O)C3)O1	4	-4	1	6	-3	/	-1.6	103	-0.6	-6
CS(=O)(=O)N(CC(=O)Nc1ccccc1-c1ccccc1)c1cccc(F)c1	-3	/	2	3	1	-1	0.9	104	-0.5	-2
O=C(c1ccccc1OCc1ccc(Cl)cc1)N1CCN(c2ccccn2)CC1	1	-5	1	22	0	10	0.5	97	-3.3	-4
NC(=O)COC(=O)/C=C/c1ccc2ccccc2n1	-12	-7	1	-14	0	3	-1.7	105	-0.1	1
COc1ccc(Cc2nnc(NC(=O)c3ccccc3F)s2)cc1	9	-7	0	-1	-1	-2	-1.2	122	-0.9	-2
CN(NS(=O)(=O)c1ccccc1)c1nc2ccccc2nc1C(F)(F)F	-10	-3	-2	-3	-3	0	3.1	102	-0.7	-6
C=CCNC(=O)c1ccc(-c2nc(-c3ccc(Cl)cc3Cl)cs2)cc1	-7	-7	0	-1	-2	1	-1.8	103	-0.4	-2
O=C(O)c1cc(-c2ccccc2)on1	-8	-3	0	23	-1	-5	-0.6	73	-2.7	14
Cc1cccc(Cc2c(C)[nH]c(=O)c(C#N)c2C)c1	-7	-2	2	-1	-4	2	0.4	98	17	-3
COC(=O)/C(C#N)=C/c1c(N2CCCCCC2)nc2ccccn2c1=O	1	2	2	16	-2	9	-0.9	114	-2.1	-2
c1ccc(C(c2ccccc2)c2noc(CN3CCN(C4CCCC4)CC3)n2)cc1	-4	-14	3	21	-2	1	1.2	96	-1.4	-2
Cc1cc2c(s1)c1cnn(Cc3ccccc3F)c(=O)c1n2C	-13	-2	2	13	4	-1	0.3	57	-3.2	2
COCCn1c(SCC(=O)NC2CCCC2)nnc1-c1ccco1	5	-4	-2	26	-1	1	-1.8	113	0.4	0
O=C(Cc1ccccc1Cl)Nc1ccc(S(=O)(=O)Nc2nccs2)cc1	1	-2	2	-13	-3	3	3.4	110	-3.0	1
O=C(C1=C(O)C(=O)N(Cc2ccco2)C1c1cccc([N+](=O)[O-])c1)c1ccco1 (configuration not stated)	1	-1	0	35	4	12	0.6	96	-1.8	-1
C/C=N/N(c1ccccc1)c1ccccc1	-9	-5	4	-4	-4	3	-7.6	102	0.3	-3
COc1cc(NS(=O)(=O)c2cc(C(=O)NCCc3ccccn3)ccc2OC)cc(OC)c1	6	-1	0	-8	2	/	0.4	112	-0.2	-2
O=C(Nc1cccc(F)c1)NC1(C(=O)N2CCOCC2)CCCCC1	-6	-5	-1	-20	0	4	0.5	128	-2.7	0
CC(=O)OCCOc1nc(NC(C)C)nc(NC(C)C)n1	-14	/	-1	26	-6	0	-0.7	97	0.2	-1
CC(C)C(NC(=O)c1ccco1)C(=O)NCC(c1ccco1)N1CCCCC1 (configuration not stated)	-4	-1	-3	-4	3	20	-1.0	101	0.5	0
COc1ccc(NC(=O)c2sc3nc(C)nc(N4CCN(c5ccccn5)CC4)c3c2C)c(OC)c1	-6	-2	7	39	0	4	1.2	100	-2.3	1
O=C(COc1ccccc1F)NNC(=O)Cc1ccc(S(=O)(=O)N2CCOCC2)s1	2	6	4	-24	-3	-1	-2.8	128	0.0	0
CCOC(=O)N/N=C\c1sccc1C	-14	1	-1	11	-3	-1	0.3	90	-3.0	2
CNC(=S)N1N=C(c2ccc(OC)cc2)CC1c1ccc(N(C)C)cc1 (configuration not stated)	-14	-2	0	20	3	-2	-0.8	97	1.1	1
COc1ccc(S(=O)(=O)Nc2cccc3c2O[C@H](CN(C)S(=O)(=O)c2cn(C)cn2)[C@@H](C)CN([C@H](C)CO)C3=O)cc1	10	-1	-1	-1	1	/	2.1	104	0.4	-3
O=C(/C=C/c1ccccc1)Nc1cccc(C(=O)N2CCCCC2)c1	-7	-2	4	33	6	/	0.3	102	-2.6	4
C=CCSc1nc(C)c2cc(C)cc(C)c2n1	4	-5	1	-4	-3	3	1.1	100	/	-7
Cc1nn2c(=O)cc(COC(=O)c3c(F)cccc3Cl)nc2s1	2	-3	3	1	-5	/	0.4	100	-1.7	-3
CCOC(=O)[C@@H]1[C@H]2COc3ccc(Br)cc3[C@@H]2N2C(=O)N(c3cccc(Cl)c3)C(=O)[C@]12C	-4	0	-1	31	0	/	2.2	101	-1.3	-10
CN1CCCN(C(=O)/C=C/c2ccc(Cl)cc2Cl)CC1	-2	-4	-1	23	4	11	-0.6	104	-2.2	-1

An excerpt from above in order of their number in LANA DNA inh, high to low:
SMILES	RTF Ca sens inh	CAL PDZ FP-1	V-ATPase pHluor	Arrestin-AP2 inh	Keap1-Nrf2 PPI	NSD2 HMT inh	LANA DNA inh	Pemphigus Ab inh	CAL PDZ FP-2	DAGLB inhibitor
CC(=O)OCCOc1nc(NC(C)C)nc(NC(C)C)n1	-14	/	-1	26	-6	0	-0.7	97	0.2	-1
COC(=O)/C(C#N)=C/c1c(N2CCCCCC2)nc2ccccn2c1=O	1	2	2	16	-2	9	-0.9	114	-2.1	-2
C/C=N/N(c1ccccc1)c1ccccc1	-9	-5	4	-4	-4	3	-7.6	102	0.3	-3

Further entries:
SMILES	RTF Ca sens inh	CAL PDZ FP-1	V-ATPase pHluor	Arrestin-AP2 inh	Keap1-Nrf2 PPI	NSD2 HMT inh	LANA DNA inh	Pemphigus Ab inh	CAL PDZ FP-2	DAGLB inhibitor
CC(Oc1ccccc1Br)C(=O)N1CCc2ccccc21 (configuration not stated)	-7	-2	-2	-7	-4	-7	0.2	64	-1.2	-7
CN(CC(=O)Nc1ccccc1Cl)C(=O)c1ccc(COc2ccccc2)cc1	-7	4	1	-4	-2	-1	-1.1	107	-3.0	-2
O=[N+]([O-])c1ccccc1Oc1ccc(C(F)(F)F)cn1	4	1	-1	8	-7	-3	-1.2	108	-1.4	-2
CCn1cc(C(=O)N2CCCCC2)c(=O)c2cc(S(=O)(=O)N3CCC(C)CC3)ccc21	-1	-3	0	-6	2	-3	-0.6	95	0.4	4
CC(=O)CC(C)(C)Nc1nc2cc([N+](=O)[O-])ccc2o1	-14	/	0	-2	-4	8	-1.5	101	-2.5	-1
CCOC(=O)c1c(NC(=O)COC(=O)c2ccccn2)sc2c1CCC2	0	-5	-1	7	-2	14	0.1	102	-1.7	-2
CCCCCCCCN=C1NC(=O)CS1	-8	/	-1	2	-3	-2	1.2	100	-0.2	1
N#Cc1cc2c(nc1Cl)CCC2	0	/	-1	11	-5	-2	-0.8	105	-0.9	-4
COC1CCN(Cc2c(C(=O)N3CCN(C4CCCCC4)CC3)nc3ccccn23)CC1	-10	4	1	-2	-2	0	0.3	122	0.4	2
CC1CCCN(C(=O)CSc2nnc(-c3ccncc3)n2C)C1 (configuration not stated)	-1	-1	0	16	2	-1	-0.2	95	-0.3	4
c1ccc(CSc2ccc(-c3ccccn3)nn2)nc1	-1	2	-6	-19	0	20	-1.2	118	-0.8	3
Cc1ccccc1OCCOC(=O)c1cc(S(=O)(=O)N2CCOCC2)ccc1C	/	/	0	/	/	-1	/	99	/	-13
CN(C)S(=O)(=O)c1cccc(-c2nnc(SCc3cc(Cl)cc4c3OCOC4)n2N)c1	-9	-10	-2	-5	-1	2	-1.1	103	-3.7	-2
O=C1COc2ccc(-c3n[nH]c(=O)c4ccccc34)cc2N1	-6	-1	0	42	2	0	0.1	97	-0.9	0
CCNC(=S)NNC(=O)c1cc(-c2cc(C)ccc2C)nc2ccccc12	-4	-3	3	-27	-2	4	1.2	103	-1.1	1
O=C(Nc1ccon1)c1ccccc1F	-8	-1	-3	11	3	0	1.0	/	-2.8	2
Cn1cnc([N+](=O)[O-])c1SCC(O)CCl (configuration not stated)	-3	/	8	5	2	-1	-0.2	109	0.1	-1
CCCN1C(=S)SC(C)(C)C1/[N+]([O-])=C/c1ccc(S(=O)(=O)NC)cc1 (configuration not stated)	4	-2	-1	-4	-4	-2	1.0	105	-2.2	-1
O=C(O)C1Cn2c(nc3c(c2=O)C2(CCCC2)Cc2ccccc2-3)S1 (configuration not stated)	-6	-2	2	0	4	/	-1.1	114	-2.4	1
O=C(O)CCCNS(=O)(=O)c1ccc(Br)s1	8	6	0	-1	2	-1	3.6	99	0.1	-1
O=c1[nH]c(=S)[nH]cc1Oc1ccc(Cl)cc1	-8	-3	3	4	-7	-1	-1.2	106	-3.9	3
CCN(CC)S(=O)(=O)c1ccc2c(c1)nc(CCC(=O)O)n2C	-13	-2	-2	-7	1	1	-0.3	96	-2.8	-1
CC1CCCC(C)N1C(=O)COC(=O)c1cc([N+](=O)[O-])ccc1N1CCOCC1 (configuration not stated)	-2	-1	-1	-2	-2	3	-0.1	115	-1.1	-1
O=C1NC(=S)S/C1=C\c1cc(Cl)cc(Cl)c1O	-9	-30	1	-3	-12	32	-9.4	110	1.3	34
Fc1ccc(CNC(=S)Nc2cccc(C(F)(F)F)c2)cc1	8	-4	-1	13	-2	-3	-0.2	/	-2.4	1
CCCCN(CCCC)CCNC(=O)c1ccc2nc(-c3ccccc3NC(C)=O)c(=O)[nH]c2c1	-2	0	-3	5	-2	7	-0.4	98	/	-1
CC1CCN(S(=O)(=O)c2cc(Br)cc(C(=O)NC3=NCCS3)c2)CC1	-5	-3	-2	1	3	0	-1.6	85	-1.3	-1
COc1cccc2nc3cc(C)c(C)cc3nc12	-1	4	-3	13	-9	49	0.6	112	-1.4	-4
Cn1c(N)c(N2CCCCC2)c(=O)n(CC(=O)Nc2cccc(C#N)c2)c1=O	-3	-4	1	-19	1	0	1.8	92	0.4	0
COc1ccc(OC)c(NC(=O)c2ccccc2SC)c1	-8	/	-7	2	-4	5	-1.0	94	-0.8	0
Cc1c(NC(=O)CSc2n[nH]c(-c3ccccc3)n2)c(=O)n(-c2ccccc2)n1C	1	0	-3	32	-4	-3	-1.2	104	-1.0	1
C[C@H](NC(=O)Cc1cccc2ccccc12)C(=O)NCc1ccccc1	-4	1	-4	4	-3	10	-0.7	92	-0.3	3
O=c1c(-c2ccco2)[n+]([O-])c2ccccc2n1OCc1c(F)cccc1F	-7	/	-7	3	-1	3	-0.3	111	0.4	-10

Not all compounds are listed; the hit share may differ from the screen's.
